# Runt-SMMHC FRET – Runt domain-CBFb-SMMHC interaction inhibition | 220,000 tested, 0.74% active | Cerulean-Runt/Venus-CBFb-SMMHC FRET ratio 530/480, 1 h | Q01196+Q13951 | inhibition, % at 20 µM;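 active = mean inhibition across duplicate retests at 20 µM reaching about 50%, limit read from the data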;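 note: 0% = DMSO wells and 100% = wells with excess untagged CBFb-SMMHC; inhibitors lower the FRET ratio by blocking Runt binding to CBFb-SMMHC; some results filed as inactive read as strong as hits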
# NCF1 inh – blocks human p47phox regulatory protein of NADPH oxidases | p47phox/p22phox peptide binding, fluorescence polarization, 2 h | inhibition, % at 24.7 µM | 220,000 tested, 0.53% active;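 active = inhibition above about 30%, limit read from the data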;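 note: 0% = p47phox with labelled peptide and 100% = labelled peptide alone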
# Target sequence (P14598 whole entry, looked up): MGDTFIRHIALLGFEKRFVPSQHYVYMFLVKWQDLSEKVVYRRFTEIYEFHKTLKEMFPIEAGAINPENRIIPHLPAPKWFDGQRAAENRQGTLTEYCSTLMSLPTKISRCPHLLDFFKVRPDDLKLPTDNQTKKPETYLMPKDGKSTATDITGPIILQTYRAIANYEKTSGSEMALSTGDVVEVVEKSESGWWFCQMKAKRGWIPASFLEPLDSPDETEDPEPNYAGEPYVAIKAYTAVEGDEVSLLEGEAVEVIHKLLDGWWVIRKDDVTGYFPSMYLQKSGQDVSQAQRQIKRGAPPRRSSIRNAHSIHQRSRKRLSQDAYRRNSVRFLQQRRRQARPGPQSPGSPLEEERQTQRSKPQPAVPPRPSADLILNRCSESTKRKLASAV
# RBBP9 inhibitor – blocks human serine hydrolase RBBP9; O75884; recombinant RBBP9, FP-Rh probe fluorescence polarization; inhibition, % at 7.94 µM; 220,000 tested, 0.2% active; AID 1515;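 active = inhibition above the campaign mean of all tested compounds plus 3 SD, cut at about 14% in these data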;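 note: plate controls were DMSO wells with RBBP9 for no effect and wells lacking RBBP9 protein for full effect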
# Target sequence (O75884 whole entry, looked up): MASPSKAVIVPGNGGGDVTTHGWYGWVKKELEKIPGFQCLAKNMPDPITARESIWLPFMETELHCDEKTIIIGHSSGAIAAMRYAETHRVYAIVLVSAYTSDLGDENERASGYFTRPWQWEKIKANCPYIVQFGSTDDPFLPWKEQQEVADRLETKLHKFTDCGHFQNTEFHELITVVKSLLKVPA
#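 System: RBBP9 protein | Quantity: 2.5 µM RBBP9 dispensing solution, before mixing | Reagent: FP-Rh probe, 375 nM dispensing solution | Timing: Enzyme-compound preincubation 30 min, then probe labeling 45 min, 25 °C | Measured by: Fluorescence polarization | Read-out: % inhibition | Replication: One well per compound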
# Runt-CBFb FRET – Runt domain-CBFb interaction inhibition; Q01196+Q13951; Cerulean-Runt/Venus-CBFb FRET ratio 530/480, 1 h; inhibition, % at 20 µM; 220,000 tested, 0.46% active;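 active = inhibition over about 50% at 20 µM in the single-dose screen, limit read from the data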;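 note: 0% = DMSO wells and 100% = excess unlabeled CBFb competitor control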
#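 Buffer or medium: Tris pH 7.5 buffer with BSA. Assay system: Cerulean-labeled Runt domain protein. Amount: each fluorescent fusion protein 100 nM. Read-out basis: loss of energy transfer signal. Incubation: 1 h compound exposure, room temperature. Probe or stimulus: Venus-CBFb binding partner, 100 nM. Detection: FRET, excitation 422 nm, emission at 530 and 480 nm.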
# p97 inhibitor – inhibitors of human p97 ATPase; P55072; recombinant p97 ATPase, Kinase-Glo ATP luminescence, 3 h; inhibition, % at 8 µM; 220,000 tested, 0.42% active; in the data active = inhibition above about 15%;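 note: 0% = DMSO vehicle and 100% = wells lacking enzyme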
# Calpain2 inh – inhibitors of pig calpain II; inhibition, % at 16 µM; 220,000 tested, 0.37% active; purified calpain II, fluorogenic peptide substrate, 30 min;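 active = inhibition above about 50%, limit read from the data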
# TbHK1 inh – blocks Trypanosoma brucei hexokinase 1 activity; recombinant TbHK1, G6PDH-coupled NADH A340; inhibition, % at 10 µM; 220,000 tested, 0.11% active; AID 1430;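 active = inhibition of 50% or more in the single-dose primary screen; inactive = inhibition below 50%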
# Furin inhibitor – inhibitors of human furin. P09958. purified furin, fluorogenic substrate cleavage. inhibition, % at 30 µM. 220,000 tested, 0.061% active; in the data active = inhibition above about 25%; note: inactives centre near -15
# EBV gp42 block – inhibitors of Epstein-Barr virus glycoprotein 42; AID 1085; 220,000 tested, 0.42% active; inhibition, % (tested at 21.74 µM); Fluorescence polarization binding assay, mP read-out; Q1HVG2; in the data active = inhibition above about 50%
# Target sequence (Q1HVG2 whole entry, looked up): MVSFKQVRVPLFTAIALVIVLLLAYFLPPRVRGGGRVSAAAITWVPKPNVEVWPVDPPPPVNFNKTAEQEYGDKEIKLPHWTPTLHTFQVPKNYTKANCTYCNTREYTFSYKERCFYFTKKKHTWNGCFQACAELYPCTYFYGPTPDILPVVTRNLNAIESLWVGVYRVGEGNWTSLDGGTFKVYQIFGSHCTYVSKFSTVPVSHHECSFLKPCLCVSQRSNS
# Active calls of the source: *; [ ] = remark or other dose.
cpd	Compound	Runt-SMMHC FRET	NCF1 inh	RBBP9 inhibitor	Runt-CBFb FRET	p97 inhibitor
1	O=C1Nc2ccc(Br)cc2/C1=C/C(=O)c1ccc2c(c1)OCO2	4.4	3.0	0.8	13.7	9.9
2	Cc1cc(C)n(-c2ccc(Cl)c(C(=O)Nc3cc(C(F)(F)F)ccc3Cl)n2)n1	-0.3	2.6	-1.4	-2.0	1.9
3	CC1CN(S(=O)(=O)c2cccc(C(=O)Nc3ccc(S(=O)(=O)Nc4ncccn4)cc3)c2)CC(C)O1 (stereo not given)	-1.4	4.1	-1.9	-1.2	1.3
4	CC(C)CC(=O)NC(=S)Nc1ccc(S(=O)(=O)Nc2nccs2)cc1	3.4	-8.7	-0.4	0.0	1.8
5	CC(=O)Nc1ccc(NC(=O)CSc2ccc(C)cc2)cc1	1.3	-0.3	-7.0	0.7	2.2
6	COc1ccc(-c2nnc(SCCC(=O)O)n2C)cc1OC	-5.4	-7.8	4.3	0.0	1.7
7	O=C(Nc1nc2c(s1)CCCC2)c1ccc(Br)o1	2.5	-2.2	-3.6	-2.5	-8.8
8	COc1ccc(OCCSc2nnc3sc4ccccc4n23)cc1	-6.9	2.2	-9.1	-1.3	-1.0
9	O=C(O)CC1(CC(=O)Nc2ccccc2N2CCOCC2)CCCC1	-5.8	8.2	-5.2	0.1	5.5
10	Cc1ccc(NS(=O)(=O)c2ccc(NC(=O)C(C)Sc3ccc(Cl)cc3)cc2)c(C)c1 (stereo not given)	-2.1	-14.1	-44.7	-0.6	4.9
11	NS(=O)(=O)c1ccc(CNS(=O)(=O)c2ccc(Cl)nc2)cc1	1.2	-13.7	-11.6	-0.7	0.4
12	CCCCn1c(SCC(=O)c2ccc(OC)c(OC)c2)nc2cc(S(N)(=O)=O)ccc21	0.6	-25.5	1.5	-3.5	4.0
13	Cc1ccc(C(=O)Nc2ccc(C)c(S(=O)(=O)N(C)C)c2)s1	7.1	-3.7	-9.1	-2.3	2.1
14	Cc1nc2ccccc2n1C(=O)N1CCOCC1	2.2	-2.1	-5.9	1.4	-0.5
15	O=c1[nH]c2cnccc2n1-c1ccccc1	0.0	2.0	-6.3	-3.0	-4.8

cpd	Calpain2 inh	TbHK1 inh	Furin inhibitor	EBV gp42 block
1	-27.6	-4.1	-24.6	13.9
2	8.3	-15.3	-10.7	4.9
3	-11.2	-6.4	-6.2	0.6
4	19.7	22.9	-3.7	7.5
5	-24.6	-7.3	-17.4[20 µM]	-22.1
6	-34.6	3.5	-25.4[20 µM]	-0.6
7	-10.6	-35.2	5.8	4.2
8	-27.7	11.7	-23.4	-12.8
9	-4.7	-7.7	-10.0	-14.7
10	14.5	25.6	-15.2	10.2
11	-31.7	-7.1	-15.2	2.8
12	-46.7	-8.1	-20.4[20 µM]	-3.0
13	13.4	-1.7	-18.3	5.0
14	10.8	-0.9	-11.8[20 µM]	-7.8
15	-43.8	-6.4	-14.4	-4.3

# 13 entries from above, with tabs:
entry	Structure	Runt-SMMHC FRET	NCF1 inh	RBBP9 inhibitor	Runt-CBFb FRET	p97 inhibitor	Calpain2 inh	TbHK1 inh	Furin inhibitor	EBV gp42 block
2	Cc1cc(C)n(-c2ccc(Cl)c(C(=O)Nc3cc(C(F)(F)F)ccc3Cl)n2)n1	-0.3	2.6	-1.4	-2.0	1.9	8.3	-15.3	-10.7	4.9
3	CC1CN(S(=O)(=O)c2cccc(C(=O)Nc3ccc(S(=O)(=O)Nc4ncccn4)cc3)c2)CC(C)O1 (stereo not given)	-1.4	4.1	-1.9	-1.2	1.3	-11.2	-6.4	-6.2	0.6
4	CC(C)CC(=O)NC(=S)Nc1ccc(S(=O)(=O)Nc2nccs2)cc1	3.4	-8.7	-0.4	0.0	1.8	19.7	22.9	-3.7	7.5
5	CC(=O)Nc1ccc(NC(=O)CSc2ccc(C)cc2)cc1	1.3	-0.3	-7.0	0.7	2.2	-24.6	-7.3	-17.4[20 µM]	-22.1
6	COc1ccc(-c2nnc(SCCC(=O)O)n2C)cc1OC	-5.4	-7.8	4.3	0.0	1.7	-34.6	3.5	-25.4[20 µM]	-0.6
7	O=C(Nc1nc2c(s1)CCCC2)c1ccc(Br)o1	2.5	-2.2	-3.6	-2.5	-8.8	-10.6	-35.2	5.8	4.2
8	COc1ccc(OCCSc2nnc3sc4ccccc4n23)cc1	-6.9	2.2	-9.1	-1.3	-1.0	-27.7	11.7	-23.4	-12.8
9	O=C(O)CC1(CC(=O)Nc2ccccc2N2CCOCC2)CCCC1	-5.8	8.2	-5.2	0.1	5.5	-4.7	-7.7	-10.0	-14.7
10	Cc1ccc(NS(=O)(=O)c2ccc(NC(=O)C(C)Sc3ccc(Cl)cc3)cc2)c(C)c1 (stereo not given)	-2.1	-14.1	-44.7	-0.6	4.9	14.5	25.6	-15.2	10.2
11	NS(=O)(=O)c1ccc(CNS(=O)(=O)c2ccc(Cl)nc2)cc1	1.2	-13.7	-11.6	-0.7	0.4	-31.7	-7.1	-15.2	2.8
12	CCCCn1c(SCC(=O)c2ccc(OC)c(OC)c2)nc2cc(S(N)(=O)=O)ccc21	0.6	-25.5	1.5	-3.5	4.0	-46.7	-8.1	-20.4[20 µM]	-3.0
13	Cc1ccc(C(=O)Nc2ccc(C)c(S(=O)(=O)N(C)C)c2)s1	7.1	-3.7	-9.1	-2.3	2.1	13.4	-1.7	-18.3	5.0
14	Cc1nc2ccccc2n1C(=O)N1CCOCC1	2.2	-2.1	-5.9	1.4	-0.5	10.8	-0.9	-11.8[20 µM]	-7.8

# Later entries:
cpd	Compound	Runt-SMMHC FRET	NCF1 inh	RBBP9 inhibitor	Runt-CBFb FRET	p97 inhibitor
16	COC(=O)C1=C(C)OC(N)=C(C#N)C1c1cc(OC)c(OCC(N)=O)cc1Cl (stereo not given)	3.7	-8.4	7.5	-0.2	4.8
17	O=C(CN1C(=O)C2CC=C(Cl)CC2C1=O)NCc1ccccc1 (stereo not given)	-61.5	0.2	-5.7	-22.2	3.1
18	CCOC(=O)Cn1nc(CC)c2ccccc2c1=O	-5.5	0.4	-2.4	0.9	2.2
19	Cc1cc(NC(=O)CCC(=O)N(CCC(C)C)C(C(=O)NC2CCCC2)c2cccnc2)no1 (stereo not given)	-3.5	4.2	-0.6	-0.7	0.7
20	Cc1ccc(C)c(Nc2ccc(C(=O)NCCc3ccccc3)cn2)c1	-0.9	-7.1	-3.6	-1.1	-6.9
21	COC(=O)CN(C(=S)Nc1ccc(Cl)cc1)C1CC(=O)N(c2ccc(OC)cc2)C1=O (stereo not given)	2.2	-14.2	-8.4	0.5	1.7
22	COc1ccccc1NC(=O)CN1CCN(Cc2ccccc2)CC1	-0.8	-2.7	-0.1	-1.0	1.9
23	COc1cccc(NC(=S)NN=C2CCC(C(C)(C)C)CC2)c1 (stereo not given)	3.4	-4.1	-9.9	0.6	2.7
24	CC(C)Oc1ccc(Cn2c(-c3ccco3)n[nH]c2=S)cc1	6.1	3.3	-12.0	10.3	1.0
25	O=C(COC(=O)/C=C/c1ccccc1[N+](=O)[O-])NCC1CCCO1 (stereo not given)	0.7	-8.2	1.1	0.7	6.1
26	Cc1nonc1C1CCCN1Cc1cn[nH]c1-c1ccc2c(c1)OCO2 (stereo not given)	4.5	-12.8	-5.3	2.0	0.5
27	Cn1cnc(S(=O)(=O)NCc2cccs2)c1	2.4	-8.8	-4.3	-1.1	2.4
28	COc1ccc(CCNC(=O)CSc2ccccn2)cc1	-7.6	-14.2	-0.3	1.7	2.4

cpd	Calpain2 inh	TbHK1 inh	Furin inhibitor	EBV gp42 block
16	-32.8	-2.0	-11.9	-20.1
17	-29.2	9.0	-37.5	19.9
18	-2.4	-2.6	-6.8[20 µM]	-17.8
19	-4.5	3.0	-21.4	-5.9
20	39.2	5.7	-8.5	3.5
21	-26.0	0.2	-23.2[20 µM]	-9.9
22	-4.2	5.7	-18.0[20 µM]	5.1
23	3.7	-0.7	-17.7	-6.5
24	-41.2	-5.6	-22.4[20 µM]	-4.3
25	-3.1	-3.9	-17.3	-14.8
26	8.9	-0.1	-29.9	-11.3
27	8.5	-0.4	-13.3[20 µM]	-5.7
28	-12.9	1.9	-20.0	-3.4

# High-throughput results (PubChem BioAssay)

# This is a random part of the collection (roughly 2.7% active in at least one column).
